TRPV1 ag: activates the human vanilloid receptor TRPV1 | activation, % at 8.33 µM | 320,000 compounds, 0.19% hits | TRPV1-expressing cells, Fluo-8 calcium influx, agonist mode; in the data active means activation above about 80%; inconclusive means between about 30% and that limit; further: 0% is about no effect
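Fluo-8 calcium influx in TRPV1-expressing cells, kinetic read (ex 480/em 520 nm). Compound added and read 3 min for agonist activity, followed by capsaicin at EC20 final and 2 min further read for enhancement.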
RORgamma inh: inhibitors of mouse ROR gamma transcriptional activity; Drosophila S2 Gal4-RORgamma UAS-luciferase reporter, 20 h; AID 2551; 310,000 compounds, 5.4% hits; Potency, µM (doses to about 53.6 µM), for the others: at the highest dose activity change, negative = inhibition, most hits filed as inhibitors; further: potency means the concentration at half of the fitted maximal effect; on the % scale 0 is the no-effect control and ±100 the full control effect; nearly all actives have a fitted effect of over 60% in size
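Schneider cells (Drosophila), stable Gal4 DBD–ROR gamma + UAS-luc; 1 hr cmpd preincubation; Cu2+ induction 700 uM final; 20 hr ambient; luminescence.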
p53 reactivator: re-activators of mutant p53; 320,000 compounds, 0.063% hits; Potency, µM (highest dose often 92.2 µM), for inactives: at the top dose activity change, positive = activation, usual class: activators; H1299 p53-A138V BP100-luciferase reporter, luminescence, 24 h; AID 504706; further: potency means the concentration at half of the fitted maximal effect; % of control where 0% means no effect; nearly all actives have a fitted effect of over 45% in size
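p53-null H1299 cells stably carrying temperature-sensitive p53-A138V and a BP100-luciferase reporter were pinned with compounds (4-point, 1:5 series) and held 24 hrs at 37 deg C. Luminescence was read 10 min after detection reagent.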
Tb PFK block: blocks T. brucei phosphofructokinase; O15648; T. brucei PFK, ADP-Glo luminescence; Potency, µM (titrated, usually from 57.5 µM), for inactives: at the top dose activity, negative = inhibition, actives largely listed as inhibitors; 330,000 compounds, 0.17% hits;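 further: potency means the concentration at half of the fitted maximal effect; 0% = uninhibited 1x PFK enzyme wells and -100% = no-enzyme wells; nearly all actives have a fitted effect of over 60% in size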
Target sequence (O15648 whole entry, looked up): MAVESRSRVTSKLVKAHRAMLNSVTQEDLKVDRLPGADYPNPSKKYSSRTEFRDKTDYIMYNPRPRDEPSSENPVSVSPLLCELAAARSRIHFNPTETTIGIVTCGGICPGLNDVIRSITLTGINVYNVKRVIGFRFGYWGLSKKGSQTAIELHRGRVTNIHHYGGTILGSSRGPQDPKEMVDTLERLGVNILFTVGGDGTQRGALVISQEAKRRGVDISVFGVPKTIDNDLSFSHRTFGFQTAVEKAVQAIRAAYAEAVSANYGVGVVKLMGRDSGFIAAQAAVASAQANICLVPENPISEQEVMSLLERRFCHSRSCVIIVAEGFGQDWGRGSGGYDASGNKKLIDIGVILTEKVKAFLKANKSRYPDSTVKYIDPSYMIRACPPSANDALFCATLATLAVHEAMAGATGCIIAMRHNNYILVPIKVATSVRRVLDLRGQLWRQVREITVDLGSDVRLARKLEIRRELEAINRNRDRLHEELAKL
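Compounds were pin-transferred as a titration series up to 57 uM into substrate buffer (0.5 mM F6P, 0.1 mM ATP, pH 8.0), then 1.25 nM PFK was added and reactions ran 45 min before ADP-Glo detection.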
Gal4-VP16 FLuc: inhibits Gal4-VP16 luciferase reporter, ROR gamma counter-screen | Drosophila S2 Gal4-VP16 UAS-luciferase, luminescence, 20 h | Potency, µM (doses to about 53.6 µM), inactives show top-dose activity, negative = inhibition, usual class: inhibitors | 310,000 compounds, 3.5% hits | AID 2546;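 further: Gal4-VP16 expression switched on by copper sulfate through the metallothionein promoter; potency means the concentration at half of the fitted maximal effect; on the % scale 0 is the no-effect control and ±100 the full control effect; nearly all actives have a fitted effect of over 50% in size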
ELG1 genotoxic: inducers of genotoxicity in HEK293T ELG1-luciferase cells; HEK293T ELG1-luciferase reporter, luminescence, 16 h; Potency, µM (top dose mostly 46 µM), for inactives: at the highest dose activity change, positive = activation, actives largely listed as activators; 330,000 compounds, 1.3% hits; further: potency means the concentration at half of the fitted maximal effect; % of control where 0% means no effect; nearly all actives have a fitted effect of over 60% in size
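After overnight (16 hr) compound treatment at 37 °C, ELG1-luciferase HEK293T cells were lysed with ONE-Glo; luminescence quantified 30 min later at room temperature.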
FLuc counter: inhibits or activates purified firefly luciferase, miR-21 counter-screen; P08659; purified FLuc, Km substrates, luminescence inhibition; Potency, µM (highest dose often 57.5 µM), without a hit: at the highest dose activity change, negative = inhibition, most hits filed as inhibitors; 360,000 compounds, 6.9% hits; AID 588342;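 further: potency means the concentration at half of the fitted maximal effect; plate controls were vehicle for no effect and reference inhibitor for full effect; nearly all actives have a fitted effect of over 55% in size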
Target sequence (P08659 whole entry, looked up): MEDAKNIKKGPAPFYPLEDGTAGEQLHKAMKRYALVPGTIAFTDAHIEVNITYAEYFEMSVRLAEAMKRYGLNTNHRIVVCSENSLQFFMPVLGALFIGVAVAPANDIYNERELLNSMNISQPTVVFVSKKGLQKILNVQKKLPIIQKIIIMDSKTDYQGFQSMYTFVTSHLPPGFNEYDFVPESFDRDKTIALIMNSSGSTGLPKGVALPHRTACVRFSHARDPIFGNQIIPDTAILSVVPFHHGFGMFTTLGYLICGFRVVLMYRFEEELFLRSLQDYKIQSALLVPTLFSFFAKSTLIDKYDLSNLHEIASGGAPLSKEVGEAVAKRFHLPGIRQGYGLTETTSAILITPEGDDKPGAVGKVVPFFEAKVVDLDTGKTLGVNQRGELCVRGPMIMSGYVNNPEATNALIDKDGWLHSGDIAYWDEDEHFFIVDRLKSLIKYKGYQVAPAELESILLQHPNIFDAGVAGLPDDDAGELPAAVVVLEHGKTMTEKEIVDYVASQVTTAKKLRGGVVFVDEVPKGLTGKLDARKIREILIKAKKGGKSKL
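Biochemical qHTS of compounds, final roughly 60 µM downward over six points, against 10 nM purified firefly luciferase using Km concentrations of substrates (10 uM D-luciferin, 10 uM ATP) in Tris acetate pH 7.5 buffer; luminescence output.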
ELG1 repair inh: blocks ELG1-dependent DNA repair in HEK293T cells; HEK293T ELG1-luciferase reporter, luminescence, 16 h; DNA damage induced by 5-fluorouridine; Potency, µM (highest dose often 46.1 µM), without a hit: top-dose activity change, negative = inhibition, hits mostly inhibitors; 330,000 compounds, 2.3% hits; AID 504467; further: potency means the concentration at half of the fitted maximal effect; on the % scale 0 is the no-effect control and ±100 the full control effect; nearly all actives have a fitted effect of over 55% in size
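DMSO vehicle served as the neutral condition. Each well held 2,000 cells given 5-fluorouridine plus compound; after 16 hr at 37 °C/5% CO2, ONE-Glo was added and luciferase measured 30 min later.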
NPC1 prom act: activates the NPC1 promoter. Potency, µM (titrated, usually from 9.22 µM), inactives show at the top dose activation, most hits filed as activators. Huh7 NPC1 promoter luciferase reporter, 24 h. 320,000 compounds, 2.4% hits. AID 485313;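 further: potency means the concentration at half of the fitted maximal effect; % of control where 0% means no effect; nearly all actives have a fitted effect of over 60% in size; reporter is driven by a mutant NPC1 promoter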
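Huh7 reporter cells (NPC1 promoter driving luciferase) are dosed with compound for 24 h at 37 °C, 5% CO2; luciferase detection reagent is then added and luminescence measured after 10 min at ambient temperature.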
BRCA1 expr act: increases BRCA1 expression. MCF7-BRCA1-FFLuc reporter, luminescence, 48 h; response scale: scaled: vehicle 0%, 10 µM genistein 100%. Potency, µM (highest dose often 46.1 µM), for inactives: top-dose activation, usual class: activators. 380,000 compounds, 1.1% hits. AID 624202; further: potency means the concentration at half of the fitted maximal effect; nearly all actives have a fitted effect of over 80% in size; some results filed as inactive show a strong effect at the top dose
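MCF7-BRCA1-FFLuc, 2000 cells/well; 2 h attach, 37 °C/5% CO2; compound 48 h; luciferase substrate 15 min; luminescence end-point. Norm. to genistein 10 microM max activation and DMSO; concentration-response curves fitted.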
Rab9 promoter act: activators of Rab9 promoter; 320,000 compounds, 2.8% hits; Potency, µM (top dose mostly 9.22 µM), for inactives: at the highest dose activation, negative = inhibition, hits mostly activators; Huh7 Rab9 promoter-luciferase reporter, luminescence, 24 h; further: potency means the concentration at half of the fitted maximal effect; % of control where 0% means no effect; nearly all actives have a fitted effect of over 60% in size
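Stable Rab9-luc Huh7, 1500 cells/well, 2 h settle; cmpd in DMSO, 24 h, 37 °C/5% CO2; luciferase reagent 10 min RT; luminescence.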
An asterisk follows results filed as active; u = inconclusive; x = not tested or not shown; [ ] = dose if it differs, or a comment. Unless noted, the call rests on the fitted dose curve; in most records, active means well fitted curve in the direction sought with a large enough effect; inconclusive means small, poorly fitted or top-dose-only effect, or another doubt; inactive means no such curve, though single readings can be large; an effect the other way counts as inactive or inconclusive.

SMILES	TRPV1 ag	RORgamma inh	p53 reactivator	Tb PFK block	Gal4-VP16 FLuc	ELG1 genotoxic	FLuc counter	ELG1 repair inh	NPC1 prom act	BRCA1 expr act	Rab9 promoter act
Cc1ccc(CNC(=O)CCCNS(=O)(=O)c2cccc3nonc23)cc1	-3	39%	-2%	0%	-3%	-2%	2%	-3%	9%	0%	1%
O=C(CNS(=O)(=O)c1ccccc1)N/N=C/c1ccncc1	1	x	1%	0%	x	2%	2%	4%	-1%	1%	0%
CN(CCC#N)C(=O)COC(=O)c1ccc2[nH]c3c(c2c1)CCCC3	0	6%	3%	-5%	0%	-4%	u	u	-1%	26%	9%
CCOC(=O)c1c(NC(=O)C(C)Sc2cn(C)c3ccccc23)sc2c1CCC2 (centres undefined)	17	u	-3%	0%	-10%	2%	3%	2%	-3%	5%	1%
Fc1ccccc1-c1nc(N2CCCCC2)c2ccccc2n1	6	-4%	-3%	4%	5%	-2%	5%	-6%	-3%	-23%	-2%
Cc1[nH]c2ccccc2c1CCC(N)=O	1	u	2%	-2%	1%	3%	3%	5%	0%	0%	-4%
CCC(CC)C(=O)N1CCN(c2ccccc2)CC1	-3	-2%	-3%	-1%	-5%	-3%	-1%	-2%	-3%	-5%	-7%
C=CCN(c1ccccc1C(=O)NCC(=O)O)S(=O)(=O)c1ccc(C)cc1	2	5%	2%	6%	0%	0%	4%	2%	1%	-18%	-9%
O=C1/C(=N\S(=O)(=O)c2cccs2)C([n+]2ccccc2)=C([O-])c2ccccc21	-3	0%	-16%	-6%	u	-17%	1%	2.6µM*	-25%	-87%	-37%[inhibitor]
CCOc1ccccc1Nc1nnc(SCC(=O)NC2CC2)s1	x	x	-2%	-3%	x	3%	x	1%	x	-8%	x
COc1cc(C(=O)OCC(=O)NC2CCS(=O)(=O)C2)ccc1OCc1c(C)noc1C (centres undefined)	-2	-1%	-14%	-2%	-11%	3%	0%	10%	13%	-28%	0%
COc1ccccc1CNC(=O)c1cc(C2CC2)nc2c1cnn2C(C)C	13	x	-6%	-1%	x	-4%	x	-19%	-3%	-45%	-1%
O=C(c1cccc(Cl)c1)N1CCn2c1nc1ccccc12	-1	-7%	0%	-2%	-19%	2%	-2%	10%	-3%	3%	-3%
CN(CC(=O)Nc1ccc(F)cc1)C(=O)CN1C(=O)NC2(CCCC2)C1=O	-8	x	0%	2%	x	1%	8%	14%	0%	-14%	-1%
NS(=O)(=O)c1cccc(NC(=O)COC(=O)C2CCN(S(=O)(=O)c3cccs3)CC2)c1	-3	10%	0%	1%	1%	1%	3%	0%	-1%	26%	-1%
CC1(C)Cc2cccc(OCC(=O)Nc3ccccc3C(F)(F)F)c2O1	u	14%	17%	-5%	0%	-3%	8%	4%	0%	-5%	3%
COc1ccc(-c2[nH]ncc2CN2CCCCCCC2)c(OC)c1	3	2%	0%	29%	-7%	0%	2%	-6%	-5%	5%	-2%
O=C(O)CC1SC(=Nc2ccc(O)cc2)NC1=O (centres undefined)	-1	3%	0%	-10%	-5%	-1%	-4%	15%	-4%	0%	-4%
CCCCCCCSc1nnc(-c2ccccc2N)c(=O)[nH]1	-10	-35%	18%	0%	u	-6%	u	-10%	-6%	-39%	1%
O=C(O)c1cccc([N+](=O)[O-])c1C(=O)Nc1ccc2ccccc2c1	3	u	14%	0%	u	1%	-19%	23%	2%	-46%	3%
CCCN1CCN(C(=O)c2cc(COc3ccc(F)c(F)c3)on2)CC1	21	8%	u	-5%	6%	u	u	u	21%	83%	22%
C=CCn1c(SCC(=O)c2c(N)n(C)c(=O)n(C)c2=O)nc2sc(CC)cc2c1=O	u	11%	8%	6%	-1%	2%	-1%	-5%	1%	5%	2%
CCOCCn1c(SCCc2ccccc2)nc2c1c(=O)[nH]c(=O)n2C	-1	20%	-5%	2%	-14%	17%	-1%	-2%	-1%	-12%	2%
C=CCNC(=O)C(=O)N/N=C/c1cccc(Br)c1	-1	-8%	-2%	0%	0%	2%	-3%	17%	-6%	23%	-1%
Cc1sc(NC(=O)CN(CCc2ccccc2)C(=O)C2CC2)c(C(N)=O)c1C	5	39%	-2%	2%	-3%	-4%	4%	u	0%	0%	-1%

Filtered by structure, those above with fluorine
SMILES	TRPV1 ag	RORgamma inh	p53 reactivator	Tb PFK block	Gal4-VP16 FLuc	ELG1 genotoxic	FLuc counter	ELG1 repair inh	NPC1 prom act	BRCA1 expr act	Rab9 promoter act
Fc1ccccc1-c1nc(N2CCCCC2)c2ccccc2n1	6	-4%	-3%	4%	5%	-2%	5%	-6%	-3%	-23%	-2%
CN(CC(=O)Nc1ccc(F)cc1)C(=O)CN1C(=O)NC2(CCCC2)C1=O	-8	x	0%	2%	x	1%	8%	14%	0%	-14%	-1%
CC1(C)Cc2cccc(OCC(=O)Nc3ccccc3C(F)(F)F)c2O1	u	14%	17%	-5%	0%	-3%	8%	4%	0%	-5%	3%
CCCN1CCN(C(=O)c2cc(COc3ccc(F)c(F)c3)on2)CC1	21	8%	u	-5%	6%	u	u	u	21%	83%	22%

Other entries
SMILES	TRPV1 ag	RORgamma inh	p53 reactivator	Tb PFK block	Gal4-VP16 FLuc	ELG1 genotoxic	FLuc counter	ELG1 repair inh	NPC1 prom act	BRCA1 expr act	Rab9 promoter act
CCC(C)[C@H](NC(=O)[C@@H]1CSC2c3ccccc3C(=O)N21)C(=O)NCc1ccco1 (some centres undefined)	3	12%	-5%	-1%	-14%	0%	1%	1%	-5%	-3%	1%
CC(C)NC(=O)C1CCN(C(=O)C(C(=O)c2ccccc2)n2cc(Cl)ccc2=O)CC1 (centres undefined)	0	-1%	7%	1%	-2%	1%	-1%	1%	2%	6%	-3%
COc1ccc(C2C(C(N)=O)=C(C)Nc3nc(-c4ccccc4OC)nn32)cc1OC (centres undefined)	0	-12%	-5%	-1%	3%	2%	0%	6%	4%	4%	-7%
O=C(CN1C(=O)COc2ccccc21)N1CCOCC1	3	3%	4%	-9%	-3%	0%	2%	14%	-4%	-9%	-1%
COc1ccc(CCNC(=O)C(=O)NCc2ccccc2)cc1OC	3	0%	0%	1%	-9%	0%	-1%	15%	-21%	-56%	-11%
Cc1ccc(CN(C)C(=O)COC(=O)CSc2ccc([N+](=O)[O-])cc2)cc1	7	x	3%	-7%	x	0%	2%	3%	0%	0%	3%
CCOC(=O)c1cnc(N2CCN(C(=O)OCC)CC2)[nH]c1=O	-4	0%	-3%	5%	-19%	-1%	3%	16%	1%	6%	1%
Cc1cc(C)n2cc(-c3ccc(Cl)cc3)c(C(=O)O)c2n1	-1	9%	11%	1%	9%	16µM*	u	u	2.8µM*	50%	2.5µM*
O=C(CCc1ccccc1)Nc1ncc2c(n1)CCCC2=O	4	25%	-3%	-2%	3%	-1%	-3%	11%	-2%	1%	4%
CC(C(=O)N1CCCC1)c1ccc([N+](=O)[O-])cc1 (centres undefined)	2	5%	-2%	0%	-9%	2%	-1%	10%	1%	-11%	4%
CCOc1ccc(CCNC(=O)COC(=O)c2ccc(Cl)nc2)cc1OCC	1	x	15%	8%	x	1%	0%	8%	2%	12%	-7%
O=C(CCCN1C(=O)c2ccccc2C1=O)NCCCN1CCOCC1	2	-30%	2%	-1%	-9%	-1%	1%	-1%	-1%	2%	1%
Cc1nn(C)c(Cl)c1CN1CCN(CCC(C)C)C(CCO)C1 (centres undefined)	1	-11%	5%	-17%	1%	-4%	2%	-12%	0%	-14%	-6%
COc1ccccc1N1CCN(C(=O)c2cc3c(s2)CCC3)CC1	-2	27%	-6%	u	-1%	-2%	-3%	-16%	1%	0%	0%
Cc1cccc(C)c1OCCN1CCCC1	3	x	x	0%	x	-2%	0%	-6%	0%	0%	-4%
CCO/N=C(/c1nonc1N)N1CCN(c2ccc([N+](=O)[O-])cc2)CC1	21	4%	-2%	2%	1%	-3%	1%	-1%	-1%	-17%	-5%
COC(=O)c1ccc(CO/N=C/c2ccc(OC)cc2OC)cc1	4	-41%	-1%	-3%	u	0%	-9%	-4%	-6%	-27%	-7%[1.84 µM]
CCOc1ccccc1NC(=O)C1CCN(C(=O)NCc2ccccc2)CC1	2	-36%	4%	4%	8%	2%	-1%	0%	-5%	29%	-5%
Cc1ccc(CC2C(=O)N(c3cc(C)ccc3C)C(=O)C2C)cc1 (centres undefined)	22	u	8%	2%	-3%	-10%	0%	-1%	-2%	-11%	1%
CN(C)c1nc(N)c([N+](=O)[O-])c(NCC2CCCO2)n1 (centres undefined)	1	-5%	2%	1%	4%	4%	2%	-3%	-3%	-7%	-4%
COc1cccc(/C=c2/s/c(=C(\C#N)C(=O)N3CCOCC3)n(-c3ccccc3)c2=O)c1	13	0%	0%	-2%	-5%	4%	7%	9%	-3%	-5%	1%
O=C(O)CCNS(=O)(=O)c1ccc2ccccc2c1	-7	5%	-1%	-3%	-8%	0%	-1%	4%	1%	0%	-1%
